Mtb BioA inh – M. tuberculosis BioA enzyme inhibitors, primary screen, biochemical, plate reader, single point, HTS | inhibition, % at 9.99 µM | 360,000 tested, 0.096% active | purified M. tuberculosis BioA enzyme | AID 602481, 2012; in the data active = inhibition above about 40%
Mtb FBA inh – Mtb FBA enzyme inhibitors, primary screen, biochemical, fluorescence, strain H37Rv. Fructose-bisphosphate aldolase (Mycobacterium tuberculosis (strain ATCC 25618 / H37Rv)), …. purified M. tuberculosis FBA, fluorescence read-out. inhibition, % at 1 µM. 360,000 tested, 2.3% active; in the data active = inhibition above about 27%;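 also: 0% = vehicle and 100% = reference inhibitor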
Target sequence (P9WQA3 whole entry, looked up): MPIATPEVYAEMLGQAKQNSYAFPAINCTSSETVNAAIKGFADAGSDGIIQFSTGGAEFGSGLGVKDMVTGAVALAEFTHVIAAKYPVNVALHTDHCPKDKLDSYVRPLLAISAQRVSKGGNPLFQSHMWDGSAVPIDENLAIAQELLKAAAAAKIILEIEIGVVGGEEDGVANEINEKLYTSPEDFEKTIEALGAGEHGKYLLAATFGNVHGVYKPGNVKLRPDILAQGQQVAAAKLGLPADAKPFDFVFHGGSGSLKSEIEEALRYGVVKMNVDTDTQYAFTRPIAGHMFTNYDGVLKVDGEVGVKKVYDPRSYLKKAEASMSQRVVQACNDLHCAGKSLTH
UGM FP inh – M. tuberculosis UGM enzyme inhibitors, primary screen, biochemical, fluorescence polarization, single point | 320,000 tested, 0.06% active | inhibition, % at 10 µM | AID 504406, 2011 | purified UGM, fluorescence polarization probe displacement; in the data active = inhibition above about 10%, passing the limit was not always enough
Target sequence (P9WIQ1 whole entry, looked up): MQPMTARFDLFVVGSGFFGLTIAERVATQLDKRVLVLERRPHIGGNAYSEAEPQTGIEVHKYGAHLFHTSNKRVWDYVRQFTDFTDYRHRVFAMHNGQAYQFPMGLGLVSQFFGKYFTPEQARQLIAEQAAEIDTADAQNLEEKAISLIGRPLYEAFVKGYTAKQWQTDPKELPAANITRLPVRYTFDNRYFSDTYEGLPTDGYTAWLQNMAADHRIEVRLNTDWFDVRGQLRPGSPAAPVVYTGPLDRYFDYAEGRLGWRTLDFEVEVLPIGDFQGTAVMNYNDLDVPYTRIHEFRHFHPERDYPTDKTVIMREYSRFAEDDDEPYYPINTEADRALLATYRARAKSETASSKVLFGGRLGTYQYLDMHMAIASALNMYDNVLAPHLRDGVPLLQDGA
Y pestis TopoI – Yersinia pestis topoisomerase I inhibitors, primary screen, biochemical, cleavage product accumulation, plate reader, single point. activity, % at 10 µM. 360,000 tested, 0.064% active. Y. pestis Topo-I cleavage product accumulation; in the data active = activity above about 50%, passing the limit was not always enough; also: inactives centre near 2
FadD28 binding – inhibitors of FadD28 bisubstrate probe binding, primary screen, biochemical, fluorescence polarization, single point; Mycobacterium tuberculosis FadD28 fatty-acid-AMP ligase; inhibition, % at 12.5 µM; 360,000 tested, 0.22% active; AID 588549, 2011; in the data active = inhibition above about 8.5%, passing the limit was not always enough
TcdB GH inh – TcdB glycohydrolase inhibitors, primary screen, biochemical, single point, plate reader; TcdB glycohydrolase enzymatic assay; 350,000 tested, 0.24% active; Toxin B (Clostridioides difficile), P18177; inhibition, % at 9.99 µM; in the data active = inhibition above about 10%
GDH-TPI counter – GDH-TPI coupling enzyme inhibitors, primary screen, artefact control for M. tuberculosis FBA inhibitor project, biochemical, absorbance, full deck; AID 588335, 2011; 360,000 tested, 1.2% active; inhibition, % at 4.8 µM; GDH-TPI coupled enzyme counterscreen, NADH absorbance; in the data active = inhibition above about 30%;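 also: 0% = DMSO wells and 100% = wells lacking the enzyme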
PfHsp40 rescue – rescue of yeast from PfHsp40 toxicity, primary screen, S. cerevisiae, ATP luminescence; growth rescue, % at 12.5 µM; 340,000 tested, 0.68% active; AID 504582, 2011; S. cerevisiae expressing PfHsp40, growth rescue; in the data active = growth rescue above about 28%, passing the limit was not always enough;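 also: yeast W303a lacking pdr1 and pdr3 grown in galactose medium; growth measured after three days at 30 °C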
Vc quorum ag – inducers of Vibrio cholerae quorum light production without autoinducers, primary screen, BH1578 luxS cqsA deficient, single point | 350,000 tested, 0.16% active | activation, % at 18.7 µM | V. cholerae BH1578 lux reporter, luminescence, 6 h; in the data active = activation mostly above about 9.7%, no sharp cut-off; also: not every result past the cut was called active; inactives centre near 0; reference of the scale not given here
An asterisk follows results filed as active; i = inactive; · = no result given; & = joins results of further samples.

No.	Compound	Y pestis TopoI	GDH-TPI counter	Vc quorum ag	Mtb FBA inh	FadD28 binding
1	CC(C)c1ccc2[nH]c(O)c(N=NC(=O)c3cccc(S(=O)(=O)Nc4cccc(Cl)c4)c3)c2c1	-1	10	i	3	-1.1
2	C[C@H](CO)N1C[C@H](C)[C@@H](CN(C)S(=O)(=O)c2cccs2)Oc2ccc(NC(=O)Cn3cnnn3)cc2C1=O	10	4	-1.0	-2	-3.6
3	CN(CC(=O)Nc1ccc(F)cc1)C(=O)c1ccc(-c2ccc(Cl)cc2)o1	1	-2	i	0	-4.1
4	CC(=O)N(C)c1ccc(N2CCOCC2)c2c1C(=O)c1ccccc1C2=O	-6	20	-0.1	1	-2.6
5	Cc1cc2oc(=O)cc(Cn3ccnc3)c2cc1Cl	3	13	-1.1	1	-2.4
6	COc1ccc(CCNC(=S)NC(=O)c2ccc(Br)cc2)cc1OC	6	0	-0.9	4	-0.8
7	CC1CC(C)(C)CC2(C1)NC(=O)N(CC(=O)NCc1ccccc1F)C2=O (stereo unspecified)	3	3	-0.4	-2	-3.6
8	COc1ccc(CN2C(=O)C(CC(=O)NC3CCCCC3)CC(C(=O)N3CCOCC3)=C2C)cc1 (stereo unspecified)	-1	-3	0.3	-1	-1.9

No.	PfHsp40 rescue	UGM FP inh	Mtb BioA inh	TcdB GH inh
1	-1.7	0.8	0.1	2.4
2	-0.3	·	-0.2&0.8	-0.7&-0.6
3	3.9	-3.2	0.3	1.8
4	-1.0	0.2	-0.3	1.8
5	-0.1	-1.8	·	1.1
6	-0.6	-2.9	·	-0.3
7	0.3	0.3	0.0	3.8
8	·	·	·	1.4

No.	Compound	Y pestis TopoI	GDH-TPI counter	Vc quorum ag	Mtb FBA inh	FadD28 binding
9	N#CC(=Nc1ccccc1)c1ccccc1	1	10	-0.9	-1	0.6
10	Cc1c(CCOC(=O)CC23CC4CC(CC(C4)C2)C3)sc[n+]1CC(=O)c1ccc(Br)cc1	17	1	i	3	-0.4
11	Cc1ccc(CNC(=O)CCCNC(=O)c2ccc(Cl)cc2)n1C	20	-9	-0.7	0	-5.1
12	O=C(CNC(=O)c1ccc(OC(F)F)cc1)NCC1CCCO1 (stereo unspecified)	6	-14	i	-3	-5.1
13	COc1ccccc1CNc1ncnc2cc(OC)c(OC)cc12	-15	-1	-0.4	-7	-4.2
14	CCSc1cnn(-c2ccccc2)c(=O)c1Cl	6	10	-0.4	-2	-1.4
15	Cn1c(=O)c2c(nc(NCc3cccnc3)n2Cc2cccc(C(F)(F)F)c2)n(C)c1=O	-3	5	-0.4	-2	1.0
16	COc1ccc(C2C(C(=O)N3CCCC3)c3cc(OC)c(OC)cc3C(=O)N2C)cc1 (stereo unspecified)	0	6	0.6	0	-1.7

No.	PfHsp40 rescue	UGM FP inh	Mtb BioA inh	TcdB GH inh
9	0.7	·	-2.4	-0.4
10	-0.6	-2.3	-0.7	·
11	-0.7	-2.3	-1.3	·
12	-0.1	1.8	-0.7	0.8
13	0.2	1.1	·	-1.5
14	-0.7	-2.0	·	1.2
15	-0.5	0.7	16	·
16	-1.0	-4.1	-0.6	·

No.	Compound	Y pestis TopoI	GDH-TPI counter	Vc quorum ag	Mtb FBA inh	FadD28 binding
17	COc1ccc(Cl)cc1NC(=O)C1CCCN(S(C)(=O)=O)C1 (stereo unspecified)	-10	13	-0.5	4	0.8
18	CN1CCN(C(=O)/C(=C\c2cccnc2)NC(=O)c2cccc(Br)c2)CC1	1	-8	i	3	-0.8
19	OCC[C@@H]1C[C@H](O)[C@@H](O)[C@@]2(OCCc3ccccc32)O1	-2	11	i	4	-1.3
20	CCOC(=O)c1nc2sc3c(c2c(=O)n1C(C)C(=O)OCC)CCCC3 (stereo unspecified)	27	11	0.5	135*	-0.9
21	O=C(C1CCN(S(=O)(=O)N2CCOCC2)CC1)N1CCN(c2ccccc2F)CC1	-1	9	-0.3	2	-0.6
22	CSc1ccc(C#N)cc1NC(=O)c1ccccc1C	1	-4	i	-1	-3.0
23	CC1CCc2c(sc(NC(=O)c3cccs3)c2C(=O)O)C1 (stereo unspecified)	-5	21	i	-2	4.2
24	CC(=O)c1cc(C#N)c(SCc2ccncc2)nc1C	0	6	4.6	5	-2.4

No.	PfHsp40 rescue	UGM FP inh	Mtb BioA inh	TcdB GH inh
17	-1.3	0.9	-1.9	-3.6
18	-0.6	-1.0	0.3	0.0
19	-1.0	3.7	-0.9	·
20	-0.2	-1.6	1.8	1.7
21	-0.8	-3.9	·	0.9
22	1.7	-2.0	2.4	2.5
23	7.3	3.6	·	2.9
24	1.5	1.0	5.6	·

No.	Compound	Y pestis TopoI	GDH-TPI counter	Vc quorum ag	Mtb FBA inh	FadD28 binding
25	CC1(C)CC(=O)C2=C(C1)OC(=O)CC2c1cccs1 (stereo unspecified)	2	-9	-2.0	-3	-4.7
26	S=C(NC1CCCC1)N1CCN(c2cccc(Cl)c2)CC1	19	12	1.0	-4	-1.4
27	Cc1ccccc1NN=Nc1nc2c([nH]1)c(=O)n(C)c(=O)n2C	-1	3	-0.2	-1	-2.8
28	Cn1c(Sc2ccc(Br)cc2)c(C=O)c2ccccc21	29	6	5.9	-1	-2.6
29	Cc1cc(C)n2nc(CNS(=O)(=O)c3ccc(F)c(C)c3)nc2n1	5	10	i	-2	-4.2
30	CC(NCCCSc1ccccc1)C(O)c1ccc(O)cc1 (stereo unspecified)	6	2	3.1	-2	-0.5
31	C/C(CC(=O)Nc1ccc(Cl)c(C(F)(F)F)c1)=N\NC(=O)c1cccc(O)c1	-3	5	-0.2	0	-1.8
32	COC(=O)c1ccc(NC2=CC(=O)CC(C)(C)C2)cc1	2	44*	-7.7	4	-4.5

No.	PfHsp40 rescue	UGM FP inh	Mtb BioA inh	TcdB GH inh
25	3.0	-0.6	2.1	3.5
26	47*	1.0	·	0.8
27	-0.3	-2.3	·	-1.2
28	1.2	-1.1	0.7	·
29	-0.7	-0.6	-0.1	0.6
30	·	·	·	1.6
31	-0.6	2.9	-0.6	·
32	-0.8	-0.3	-0.5	·

Some entries already given, limited to Y pestis TopoI, UGM FP inh and Mtb FBA inh:
item	mol	Y pestis TopoI	UGM FP inh	Mtb FBA inh
25	CC1(C)CC(=O)C2=C(C1)OC(=O)CC2c1cccs1 (stereo unspecified)	2	-0.6	-3
26	S=C(NC1CCCC1)N1CCN(c2cccc(Cl)c2)CC1	19	1.0	-4
27	Cc1ccccc1NN=Nc1nc2c([nH]1)c(=O)n(C)c(=O)n2C	-1	-2.3	-1

Later entries:
No.	Compound	Y pestis TopoI	GDH-TPI counter	Vc quorum ag	Mtb FBA inh	FadD28 binding
33	O=C(c1ccc([N+](=O)[O-])cc1)N1CCN=C1SCc1ccccc1	14	9	0.0	1	-2.8
34	COc1ccc(-c2csc(NCCn3c(C)nc4cc(C(F)(F)F)ccc43)n2)cc1	5	3	i	0	0.5
35	Cc1ccc(N(CCC#N)C(=O)COC(=O)C2CCN(S(=O)(=O)c3ccc4c(c3)OCCO4)CC2)cc1	1	0	-5.0	1	-0.2
36	Cc1nc(Br)c(Br)n1Cc1ccccc1	6	12	i	3	-3.2
37	CCCOc1ccc(F)cc1-c1cc(C(=O)NCc2cccc(C(F)(F)F)c2)[nH]n1	13	2	-4.5	-4	-2.3
38	O=[N+]([O-])c1ccc(O)c(-c2nn[nH]n2)c1	4	14	-0.7	-6	0.1
39	O=C(CCN1C(=O)C2CC=CCC2C1=O)Nc1cc(C(F)(F)F)ccc1N1CCCC1 (stereo unspecified)	-3	-3	-1.4	0	-1.0
40	COCCc1ccc(OC2(C)CCN(Cc3cccn3-c3nccs3)C2)cc1 (stereo unspecified)	9	-4	0.1	-1	-3.9

No.	PfHsp40 rescue	UGM FP inh	Mtb BioA inh	TcdB GH inh
33	0.4	-0.8	·	-0.2
34	1.6	-0.3	-1.3	-0.3
35	0.3	-0.2	-1.4	1.6
36	·	·	0.2	0.0
37	·	·	-0.1	0.7
38	0.5	0.5	-0.3	·
39	-0.9	1.3	1.1	1.3
40	·	·	-0.4	2.0

No.	Compound	Y pestis TopoI	GDH-TPI counter	Vc quorum ag	Mtb FBA inh	FadD28 binding
41	Cc1ccc(NC(=O)CN(c2ccc3c(c2)OCO3)S(=O)(=O)c2c(C)n[nH]c2C)cc1	8	3	-0.2	-1	-2.1
42	Brc1ccc(-c2noc(COc3ccc4ccccc4c3)n2)o1	8	5	-0.3	0	-2.4
43	COc1cccc(/C=N/n2c(C3CCCCC3)n[nH]c2=S)c1OC	31	-4	i	-3	-0.1
44	CCc1ccc(NC(=O)c2cc(-c3ccc(OC)cc3)on2)cc1	-10	8	-4.2	-5	-1.7
45	COc1ccc(CCNC(=O)C(C(=O)c2ccc(F)cc2)n2ccccc2=O)cc1OC (stereo unspecified)	2	7	-0.3	-3	-0.7
46	COCC(Cc1ccccc1)NC(=O)Cn1cc(C)c(=O)[nH]c1=O (stereo unspecified)	-4	-2	-1.3	-3	-1.8
47	CC(C)NC(=O)c1cc(-c2ccco2)on1	-11	21	-0.5	5	-0.7
48	N=C1C(c2nc(-c3ccc(F)cc3)cs2)=C(O)CN1CCCN1CCOCC1	1	3	0.6	0	-1.0

No.	PfHsp40 rescue	UGM FP inh	Mtb BioA inh	TcdB GH inh
41	0.2	-0.4	-1.1	2.4
42	1.9	1.5	-0.1	0.0
43	0.7	0.0	·	1.2
44	-1.3	0.8	-0.4	-0.2
45	-1.3	-1.7	·	1.2
46	-1.7	·	-1.1	-0.1
47	1.4	-0.9	-8.6	1.2
48	-0.9	-0.8	0.2	·

No.	Compound	Y pestis TopoI	GDH-TPI counter	Vc quorum ag	Mtb FBA inh	FadD28 binding
49	CCC(C(=O)O/N=C(\N)c1ccccc1)c1ccccc1 (stereo unspecified)	-2	-3	-1.3	1	-3.5
50	C[C@@H]1CN([C@H](C)CO)C(=O)CCCn2nncc2CO[C@H]1CN(C)C(=O)Oc1cccc2ccccc12	15	7	-0.4	-3	-0.2
51	COc1ccc(CCNC(=O)CN2C(=O)NC(C)(c3ccc([N+](=O)[O-])cc3)C2=O)cc1 (stereo unspecified)	4	2	i	5	0.6
52	COCn1c(COc2ccc3ccccc3c2)nc2ccccc21	21	0	-0.7	-2	-4.8
53	COc1ccccc1NC(C)C(=O)N/N=C/c1ccccc1OCc1cccc(Br)c1 (stereo unspecified)	28	16	-0.2	-3	-3.4
54	COc1cc(C(c2c(O)c3ccccc3oc2=O)c2c(C)n(C)n(-c3ccccc3)c2=O)ccc1O (stereo unspecified)	6	-1	-0.2	1	-2.9
55	O=C(CN(C(=O)c1ccc(Cl)cc1Cl)N1C(=O)C2C3C=CC(C3)C2C1=O)c1ccc(F)cc1 (stereo unspecified)	8	11	i	4	2.1

No.	PfHsp40 rescue	UGM FP inh	Mtb BioA inh	TcdB GH inh
49	0.4	-1.5	0.3	·
50	·	·	-0.4&1.6	-0.1&0.8
51	0.6	-0.9	·	2.0
52	19	2.9	2.1	·
53	-1.3	1.6	·	0.6
54	0.3	2.8	·	·
55	-0.9	-2.3	0.0	·

Assay outcomes from PubChem.
